Compound activity from PubChem BioAssay.
Cdc42 wt GTP: changes GTP binding to wildtype human Cdc42; P60953; GST-Cdc42 beads, Bodipy-GTP binding, flow cytometry; actives lie on both sides; percent activity (GTP binding), % at 10 µM; hit rate 0.2% among 190,000; AID 761;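 active means percent activity GTP binding at least 20 points away from the 100% baseline, either down as inhibitor or up as activator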;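 further: median bead fluorescence of bound Bodipy-FL-GTP at 100 nM; 0% = excess unlabeled GTP control and 100% = no compound control; below 100% means less GTP binding so inhibitor and above means activator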
Target sequence (P60953 whole entry, looked up): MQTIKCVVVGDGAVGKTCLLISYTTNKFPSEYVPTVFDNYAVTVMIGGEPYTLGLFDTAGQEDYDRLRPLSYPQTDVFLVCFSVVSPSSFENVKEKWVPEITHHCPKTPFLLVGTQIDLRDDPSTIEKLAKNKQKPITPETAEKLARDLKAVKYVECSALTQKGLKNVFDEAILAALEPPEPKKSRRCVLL
Rac1 wt modul: human Rac1 wildtype GTP binding, inhibitors and activators; GTP binding activity (% of control), % at 10 µM; GST-Rac1 beads, fluorescent GTP binding, flow cytometry; actives lie on both sides; 0 = cold GTP competed, 100 = untreated; P63000; hit rate 0.27% among 190,000;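 active means GTP binding activity at least 20 points away from the 100% control level, either lower or higher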
Avidin fluor: compound fluoresces at 488/530 nm on avidin beads; fluorescence (KMESF) at 10 µM; compound fluorescence 488/530 nm, flow cytometry; hits give high values; hit rate 0.38% among 220,000; in the data active means fluorescence above about 47; further: inactives centre near 10
Pf gametocyte: P. falciparum stage V gametocyte viability inhibition; hit rate 0.065% among 150,000; inhibition, % at 10.9 µM; P. falciparum stage V gametocytes, ATP luminescence, 24 h;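 active means inhibition above the mean plus 3 SD of compounds within the control limits, set per campaign, cut at about 38% in these data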;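 further: 0% = DMSO wells and 100% = medium only without gametocytes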
Mcl1-Noxa inh: Mcl-1/Noxa interaction inhibition; TR-FRET Mcl-1/Noxa peptide binding, 2 h; inhibition, % at 21.7 µM; hit rate 1.5% among 220,000;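 active means compounds that cut the protein-peptide binding signal by more than 50% relative to plate controls in a single-dose test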;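 further: His-tagged Mcl-1 with rhodamine Noxa BH3 peptide and terbium anti-His antibody; 0% = Mcl-1 plus Noxa peptide wells and 100% = peptide-only wells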
Target sequence (Q07820 whole entry, looked up): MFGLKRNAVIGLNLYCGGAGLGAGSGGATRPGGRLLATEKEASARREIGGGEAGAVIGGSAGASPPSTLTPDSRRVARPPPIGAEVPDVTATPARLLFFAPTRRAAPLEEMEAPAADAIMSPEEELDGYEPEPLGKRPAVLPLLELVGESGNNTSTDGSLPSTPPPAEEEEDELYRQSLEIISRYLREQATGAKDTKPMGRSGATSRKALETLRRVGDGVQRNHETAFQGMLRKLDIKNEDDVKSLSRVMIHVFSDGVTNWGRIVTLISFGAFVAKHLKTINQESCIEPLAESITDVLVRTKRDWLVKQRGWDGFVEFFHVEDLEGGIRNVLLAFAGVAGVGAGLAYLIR
Rab2 wt GTP: changes GTP binding to wildtype dog Rab2A, up or down | GST-Rab2 wt beads, Bodipy-GTP binding, flow cytometry | GTP binding activity, % at 10 µM | hit rate 0.19% among 190,000;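 active means GTP binding activity at least 20 points away from 100%, either lowered or raised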;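 further: 0% = beads with excess unlabeled GTP and 100% = no-compound control corrected for plate trend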
Rab7 wt modul: alters GTP binding to wildtype dog Rab7; AID 758; GST-Rab7 beads, fluorescent GTP binding, flow cytometry; actives lie on both sides; untreated = 100%, excess cold GTP = 0%; GTP binding activity (percent of control), % at 10 µM; hit rate 0.055% among 190,000;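 active means fluorescent GTP binding to Rab7 beads changed by at least 20 points from the 100% baseline, either direction, mostly lower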;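 further: median green fluorescence of bound Bodipy-FL-GTP per Rab7 bead population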
GSH bead fluor: compound fluoresces at 488/530 nm on GSH beads; GSH beads flow cytometry, compound fluorescence 488/530 nm; hits give high values; fluorescence (KMESF) at 10 µM; hit rate 0.25% among 190,000; in the data active means fluorescence above about 89;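 further: glutathione beads carrying GST-tagged Bcl family fusion proteins plus one bare bead set; values are compound well signal with DMSO vehicle wells as background; inactives centre near 16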
Rac1 mut GTP: modulators of GTP binding to human Rac1 activated mutant. GST-Rac1 activated beads, fluorescent GTP binding, flow cytometry; actives lie on both sides; 100% means binding = to untreated wells. percent activity (GTP binding), % at 10 µM. hit rate 0.11% among 190,000. AID 764;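 active means GTP binding at least 20 percentage points away from the 100% baseline, in either direction, so actives lie on both sides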
Mcl1-Bid inh: disrupts binding of human Mcl-1 to Bid peptide; Q07820; TR-FRET Mcl-1/Bid-Dy647 peptide binding, 1536-well; inhibition, % at 21.7 µM; hit rate 0.97% among 220,000;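 active means compounds that cut the binding signal by more than half at the single screening dose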;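 further: His-tagged Mcl-1 with europium anti-His antibody binding Bid BH3 peptide; 0% = Mcl-1 plus peptide wells and 100% = peptide-only wells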
HRas wt GTP: human HRas wildtype GTP binding, change in either direction; GTP binding activity, % at 10 µM; P01112; hit rate 0.14% among 190,000; GST-Ras wt beads, Bodipy-FL-GTP binding, flow cytometry; actives lie on both sides;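 active means GTP binding activity at least 20% away from the 100% baseline, either lowered as inhibitor or raised as activator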;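 further: 0% = unlabeled GTP competition control and 100% = no-compound control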
Target sequence (P01112 whole entry, looked up): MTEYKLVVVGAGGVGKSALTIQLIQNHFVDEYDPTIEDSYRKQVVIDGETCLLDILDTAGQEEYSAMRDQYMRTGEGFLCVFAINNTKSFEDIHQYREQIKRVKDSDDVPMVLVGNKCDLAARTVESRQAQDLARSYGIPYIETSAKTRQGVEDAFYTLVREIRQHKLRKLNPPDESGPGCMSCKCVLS
Numbers without * were called inactive; / = not tested or not shown. Not a hit list; any-hit rate near 3%.

Screens by letter: A = Cdc42 wt GTP; B = Rac1 wt modul; C = Avidin fluor; D = Pf gametocyte; E = Mcl1-Noxa inh; F = Rab2 wt GTP; G = Rab7 wt modul; H = GSH bead fluor; I = Rac1 mut GTP; J = Mcl1-Bid inh; K = HRas wt GTP
CCN(CC(=O)NC(C)(C)C)C(=O)C(c1ccccc1)c1ccccc1
  A: 95; B: 98; C: 10; D: -7; E: 16; F: 96; G: 94; H: 17; I: 93; J: -1; K: 94

CC(C)C(CCNC(=O)CN1C(=O)c2ccccc2C1=O)c1ccco1 (centres undefined)
  A: 89; B: 91; C: 30; D: 2; E: 5; F: 91; G: 93; H: 17; I: 93; J: -15; K: 92

COC(=O)/C(=C1/Oc2ccc(C)cc2S1)C(F)(F)F
  A: 101; B: 104; C: 5; D: 11; E: -11; F: 101; G: 102; H: 9; I: 99; J: -17; K: 103

CCSc1nc2n(n1)C(c1cccc(F)c1)C1=C(CCCC1=O)N2 (centres undefined)
  A: 104; B: 105; C: 40; D: -17; E: -9; F: 102; G: 99; H: 36; I: 99; J: -10; K: 102

C[C@H]1COC2=C1C(=O)C(=O)c1c2ccc2c1CCCC2(C)C
  A: 91; B: 94; C: 6; D: /; E: 5; F: 93; G: 92; H: 23; I: 90; J: -9; K: 94

COc1cc(OC)cc(C(=O)N[C@H](C(=O)OCC(=O)Nc2sccc2C#N)C(C)C)c1
  A: 94; B: 100; C: 11; D: 15; E: 33; F: 90; G: 92; H: 25; I: 93; J: -23; K: 94

CCn1c(SCC(=O)NCCc2ccccc2)nnc1C(C)C
  A: 96; B: 96; C: 3; D: 6; E: -11; F: 98; G: 99; H: 11; I: 96; J: -16; K: 97

O=C(Nc1ccon1)c1cc2c(s1)CCCC2
  A: 97; B: 98; C: 36; D: /; E: -2; F: 98; G: 100; H: 18; I: 97; J: -19; K: 98

CCn1ncc(/C=N/NC(=O)c2ccc3c(c2)OCO3)c1C
  A: 101; B: 99; C: 10; D: /; E: 23; F: 103; G: 100; H: 23; I: 98; J: -6; K: 102

CC1=NN(c2ccc(Cl)cc2)C(=O)C1
  A: 97; B: 100; C: 9; D: /; E: 23; F: 97; G: 97; H: 18; I: 96; J: -15; K: 99

CCS(=O)(=O)N1CCN(c2cccc(C)c2C)CC1
  A: 102; B: 105; C: 7; D: /; E: 14; F: 101; G: 103; H: 24; I: 99; J: -9; K: 103

Nc1nc(SCc2ccccc2Cl)n[nH]1
  A: 99; B: 100; C: 7; D: /; E: -22; F: 101; G: 96; H: 32; I: 102; J: -7; K: 102

Cc1cccc(NC(=O)Nc2ccc(C)cc2Br)c1
  A: 99; B: 98; C: 20; D: /; E: 0; F: 100; G: 101; H: 15; I: 101; J: -21; K: 98

CCCn1c(N)cc(=O)n(C)c1=O
  A: 101; B: 101; C: 9; D: -2; E: 1; F: 99; G: 98; H: 24; I: 95; J: -15; K: 99

O=C(/C=C(\c1ccc(Cl)cc1)n1cncn1)c1ccc(Cl)cc1
  A: 101; B: 101; C: 11; D: /; E: 15; F: 103; G: 103; H: 22; I: 100; J: -7; K: 104

COCCN(C(=O)c1ccco1)C(C(=O)NC1CCCC1)c1cccs1 (centres undefined)
  A: 100; B: 104; C: 8; D: /; E: -1; F: 102; G: 105; H: 30; I: 99; J: -5; K: 102

CCOc1ccc(Cc2onc3c2C(=O)CCC3)cc1OCC
  A: 98; B: 105; C: 29; D: 20; E: 3; F: 102; G: 107; H: 15; I: 97; J: -15; K: 102

C/C(=N\NC(=O)CC#N)c1cc2ccc(O)cc2oc1=O
  A: 92; B: 94; C: 8; D: -15; E: 24; F: 96; G: 101; H: 7; I: 91; J: -20; K: 94

Cn1c(=O)c2c(nc(SCC(=O)N3CCc4ccccc4C3)n2C)n(C)c1=O
  A: 99; B: 96; C: 44; D: 11; E: 5; F: 98; G: 101; H: 12; I: 98; J: -3; K: 99

Cc1cccc(Nc2nnc(SCc3cn4ccsc4n3)s2)c1
  A: 103; B: 105; C: 8; D: 1; E: 32; F: 103; G: 106; H: 14; I: 102; J: -7; K: 103

CCN1CCN(Cc2c(O)ccc3c(=O)c(-c4ccc(OC)c(OC)c4)c(C)oc23)CC1
  A: 98; B: 99; C: 10; D: /; E: /; F: 97; G: 93; H: 31; I: 98; J: /; K: 95

CSc1ncc(CN2CCN(C3CCN(C(C)C)CC3)C(CCO)C2)cn1 (centres undefined)
  A: 99; B: 101; C: 10; D: -5; E: -26; F: 99; G: 97; H: 10; I: 98; J: -13; K: 100

Cc1cc(Oc2nnnn2-c2ccccc2)ccc1Cl
  A: 100; B: 106; C: 15; D: -12; E: -12; F: 101; G: 103; H: 33; I: 99; J: -20; K: 101

In the list so far, these contain four or more nitrogen atoms:
Screens by letter: A = Cdc42 wt GTP; B = Rac1 wt modul; C = Avidin fluor; D = Pf gametocyte; E = Mcl1-Noxa inh; F = Rab2 wt GTP; G = Rab7 wt modul; H = GSH bead fluor; I = Rac1 mut GTP; J = Mcl1-Bid inh; K = HRas wt GTP
CCSc1nc2n(n1)C(c1cccc(F)c1)C1=C(CCCC1=O)N2 (centres undefined)
  A: 104; B: 105; C: 40; D: -17; E: -9; F: 102; G: 99; H: 36; I: 99; J: -10; K: 102

CCn1c(SCC(=O)NCCc2ccccc2)nnc1C(C)C
  A: 96; B: 96; C: 3; D: 6; E: -11; F: 98; G: 99; H: 11; I: 96; J: -16; K: 97

CCn1ncc(/C=N/NC(=O)c2ccc3c(c2)OCO3)c1C
  A: 101; B: 99; C: 10; D: /; E: 23; F: 103; G: 100; H: 23; I: 98; J: -6; K: 102

Nc1nc(SCc2ccccc2Cl)n[nH]1
  A: 99; B: 100; C: 7; D: /; E: -22; F: 101; G: 96; H: 32; I: 102; J: -7; K: 102

Cn1c(=O)c2c(nc(SCC(=O)N3CCc4ccccc4C3)n2C)n(C)c1=O
  A: 99; B: 96; C: 44; D: 11; E: 5; F: 98; G: 101; H: 12; I: 98; J: -3; K: 99

Cc1cccc(Nc2nnc(SCc3cn4ccsc4n3)s2)c1
  A: 103; B: 105; C: 8; D: 1; E: 32; F: 103; G: 106; H: 14; I: 102; J: -7; K: 103

CSc1ncc(CN2CCN(C3CCN(C(C)C)CC3)C(CCO)C2)cn1 (centres undefined)
  A: 99; B: 101; C: 10; D: -5; E: -26; F: 99; G: 97; H: 10; I: 98; J: -13; K: 100

Cc1cc(Oc2nnnn2-c2ccccc2)ccc1Cl
  A: 100; B: 106; C: 15; D: -12; E: -12; F: 101; G: 103; H: 33; I: 99; J: -20; K: 101
